Compound activity (PubChem BioAssay)
Cav3 T inh = blocks human Cav3.2 T-type calcium channel; O95180; Cav3.2-expressing cells, Fluo-4 calcium fluorescence FDSS; active compounds read low; B-score at 10 µM; hit rate 4% among 100,000;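 active = single-dose well whose peak fluorescence ratio is a statistical outlier from its plate by either plate-standardised score or position-corrected B-score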
Target sequence (O95180 whole entry, looked up): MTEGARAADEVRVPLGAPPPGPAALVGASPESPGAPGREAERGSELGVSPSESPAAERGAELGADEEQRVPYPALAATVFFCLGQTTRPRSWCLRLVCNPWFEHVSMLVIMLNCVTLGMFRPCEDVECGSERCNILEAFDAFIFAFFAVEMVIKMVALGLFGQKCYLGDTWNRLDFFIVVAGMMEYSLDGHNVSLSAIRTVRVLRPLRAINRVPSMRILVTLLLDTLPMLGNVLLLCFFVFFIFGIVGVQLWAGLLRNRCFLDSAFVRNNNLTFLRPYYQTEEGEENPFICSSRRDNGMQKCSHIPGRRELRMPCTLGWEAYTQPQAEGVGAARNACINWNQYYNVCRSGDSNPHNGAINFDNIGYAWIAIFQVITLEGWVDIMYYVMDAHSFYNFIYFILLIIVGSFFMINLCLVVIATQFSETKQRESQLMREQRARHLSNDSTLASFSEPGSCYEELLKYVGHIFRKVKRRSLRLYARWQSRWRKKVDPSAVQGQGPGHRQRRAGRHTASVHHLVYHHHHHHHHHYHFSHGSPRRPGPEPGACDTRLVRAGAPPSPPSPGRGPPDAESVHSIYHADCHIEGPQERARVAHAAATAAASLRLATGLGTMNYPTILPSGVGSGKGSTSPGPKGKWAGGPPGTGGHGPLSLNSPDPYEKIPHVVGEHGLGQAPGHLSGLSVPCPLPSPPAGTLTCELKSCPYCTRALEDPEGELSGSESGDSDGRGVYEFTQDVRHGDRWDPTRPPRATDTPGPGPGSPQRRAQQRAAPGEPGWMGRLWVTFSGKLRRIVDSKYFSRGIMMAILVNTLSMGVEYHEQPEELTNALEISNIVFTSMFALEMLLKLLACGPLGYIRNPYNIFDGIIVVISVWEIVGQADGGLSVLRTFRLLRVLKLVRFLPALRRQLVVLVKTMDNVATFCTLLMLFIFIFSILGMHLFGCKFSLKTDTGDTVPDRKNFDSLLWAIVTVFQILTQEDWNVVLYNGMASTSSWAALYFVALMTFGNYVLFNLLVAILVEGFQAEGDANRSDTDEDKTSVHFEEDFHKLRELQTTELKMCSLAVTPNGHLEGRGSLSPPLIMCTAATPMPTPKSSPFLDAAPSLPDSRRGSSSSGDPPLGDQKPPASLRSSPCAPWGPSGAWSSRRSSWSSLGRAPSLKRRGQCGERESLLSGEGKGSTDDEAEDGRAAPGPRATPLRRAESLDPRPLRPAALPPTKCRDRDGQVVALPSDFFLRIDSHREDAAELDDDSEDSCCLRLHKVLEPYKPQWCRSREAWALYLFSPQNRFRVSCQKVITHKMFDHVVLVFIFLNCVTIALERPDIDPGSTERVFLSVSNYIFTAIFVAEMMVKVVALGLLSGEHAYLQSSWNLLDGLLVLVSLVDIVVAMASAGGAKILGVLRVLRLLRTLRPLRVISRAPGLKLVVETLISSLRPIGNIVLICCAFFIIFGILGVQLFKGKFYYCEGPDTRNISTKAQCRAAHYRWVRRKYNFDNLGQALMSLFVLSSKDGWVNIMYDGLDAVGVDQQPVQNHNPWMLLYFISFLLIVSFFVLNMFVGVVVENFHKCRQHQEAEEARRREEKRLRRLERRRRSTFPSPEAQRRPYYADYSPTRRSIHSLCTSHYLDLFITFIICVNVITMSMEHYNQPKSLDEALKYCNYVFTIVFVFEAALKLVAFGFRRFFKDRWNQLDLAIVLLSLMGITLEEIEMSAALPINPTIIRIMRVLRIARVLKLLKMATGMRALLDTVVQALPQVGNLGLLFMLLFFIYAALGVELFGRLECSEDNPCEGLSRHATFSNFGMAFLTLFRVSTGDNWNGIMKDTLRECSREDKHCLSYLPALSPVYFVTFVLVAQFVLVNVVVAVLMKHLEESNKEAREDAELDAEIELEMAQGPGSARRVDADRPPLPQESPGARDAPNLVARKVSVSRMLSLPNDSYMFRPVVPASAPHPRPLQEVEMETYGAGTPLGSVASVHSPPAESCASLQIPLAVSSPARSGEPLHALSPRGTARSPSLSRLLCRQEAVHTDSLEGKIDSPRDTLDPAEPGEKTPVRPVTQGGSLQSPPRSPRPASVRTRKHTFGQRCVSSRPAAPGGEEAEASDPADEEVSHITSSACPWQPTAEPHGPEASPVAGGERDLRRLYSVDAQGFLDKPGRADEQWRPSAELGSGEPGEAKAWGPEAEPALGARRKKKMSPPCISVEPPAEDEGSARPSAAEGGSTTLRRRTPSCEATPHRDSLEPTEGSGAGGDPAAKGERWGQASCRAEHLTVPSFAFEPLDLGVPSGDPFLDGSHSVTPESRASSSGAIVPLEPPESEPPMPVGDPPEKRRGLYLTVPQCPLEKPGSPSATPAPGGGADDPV
The depositor's hits bear a star. Some of the compounds tested (hit frequency here may not be typical).

cpd	mol	Cav3 T inh
1	Oc1c(Cl)cc(Cl)cc1CN1CCN(Cc2ccccc2)CC1	0.062
2	O=C(COc1ccc(Cl)cc1)N1CCN(Cc2ccccc2)CC1	-2
3	CCOC(=O)c1c(C)n(Cc2ccco2)c2c1cc(O)c1ccccc12	-0.75
4	O=c1[nH]c(=O)n(CCC2=CCCCC2)c(O)c1C=NC1CCN(Cc2ccccc2)CC1	1.9
5	COc1ccc(C2=NCC(=O)N(CC(=O)NCc3ccco3)c3sc4c(c32)CCCC4)cc1	-3.5
6	COc1ccc(CCN)cc1OC	0.078
7	COc1ccc(C(=O)C(Cc2ccccc2)N(C)C)cc1 (centres undefined)	0.082
8	CCCNC(=O)N1[C@H]2CC[C@@H]1C(C(=O)OC)=C(c1cccc(OC)c1OC)C2	0.44
9	COCCCNC(=O)c1c(NC(=O)c2ccccc2)n(Cc2ccccc2)c2nc3ccccc3nc12	-5.7*
10	CC(=NCCCN1CCOCC1)c1c(O)n(Cc2ccccc2)c(=O)[nH]c1=O	1
11	COC(=O)C(c1ccccc1)N1CCCCCC1 (centres undefined)	-0.2
12	CCC12CN3CCN(CC(C3)C1O)C2 (centres undefined)	0.11
13	COC(=O)C1=C(c2cc3ccccc3o2)C[C@@H]2CC[C@H]1N2C(=O)NCCCOC(C)C	0.29
14	C=CCn1c(O)c(C(C)=NCCN2CCOCC2)c(=O)[nH]c1=O	1.2
15	Cn1c(O)c(C(=NCCN2CCCCC2)c2ccccc2Cl)c(=O)n(C)c1=O	0.54

The list goes on; it opens with the 3 that closed the last part.
cpd	mol	Cav3 T inh
13	COC(=O)C1=C(c2cc3ccccc3o2)C[C@@H]2CC[C@H]1N2C(=O)NCCCOC(C)C	0.29
14	C=CCn1c(O)c(C(C)=NCCN2CCOCC2)c(=O)[nH]c1=O	1.2
15	Cn1c(O)c(C(=NCCN2CCCCC2)c2ccccc2Cl)c(=O)n(C)c1=O	0.54
16	CCCCOCCCn1c(N)c(C(=O)OCCOC)c2nc3ccccc3nc21	0.9
17	CNC(=O)N(C)c1nnc(C(C)(C)C)s1	0.072
18	O=C(CN1CCCCC1)NCC(=O)Nc1ccc(Br)cc1C(=O)c1ccccc1	0.0076
19	O=C(c1ccc2c(=O)n(Cc3ccc4c(c3)OCO4)c(=S)[nH]c2c1)N1CCC2(CC1)OCCO2	-3.8
20	Nc1ncnc2c1ccn2[C@@H]1O[C@H](CO)[C@@H](O)[C@H]1O	1.4
21	COc1ccc(C2NCc3ccc4c(c3-n3cccc32)OCO4)cc1O (centres undefined)	-2.5
22	CCCCCCn1c(O)c(C=NC2CCN(Cc3ccccc3)CC2)c(=O)[nH]c1=O	-3.3*
23	O=C(c1ccc2c(c1)ncn2C1CCCCC1)N1CCC2(CC1)OCCO2	-0.49
24	Cc1ccc(N2C(=O)/C(=C/N3CCN(C(=O)c4ccco4)CC3)C(=O)NC2=S)cc1C	0.031
25	O=C1CC(N2CC=C(c3ccc(F)cc3)CC2)C(=O)N1c1ccc(F)cc1 (centres undefined)	-0.032
26	COc1ccc(CCn2c(O)c(C=NCCCn3ccnc3)c(=O)[nH]c2=O)cc1OC	-0.038
27	Cc1ccc2nc(N3CCN(C)CC3)[nH]c2c1	1
28	Oc1ccc(CC2CC3CCN2CC3)cc1O (centres undefined)	0.75
29	COC1C(OC(=O)c2ccc(C)[nH]2)C(O)C(Oc2ccc3c(O)c(NC(=O)c4ccc(O)c(CC=C(C)C)c4)c(=O)oc3c2Cl)OC1(C)C (centres undefined)	-0.073
30	COC(=O)[C@]1(C)C[C@H]1[C@H](NP(=O)(c1ccccc1)c1ccccc1)c1ccccc1	-0.26

More results follow.
cpd	mol	Cav3 T inh
31	Cc1ccc(C)c(NC2=NCCCS2)c1	0.11
32	Cc1ccc2c(c1)C1CN(C)CCC1N2C(=O)Nc1cccc(Cl)c1 (centres undefined)	0.2
33	COc1ccccc1-n1c(O)c(C=NCCN2CCNCC2)c(=O)[nH]c1=O	0.011
34	COc1ccc(CN2CCN(C(=O)COc3cccc(C)c3)CC2)c(OC)c1	0.85
35	Cn1c(O)c(C=NCCCNC2CCCCC2)c(=O)n(C)c1=O	0.92
36	Cc1nc2cc(C(F)(F)F)ccc2n1C1CCN(Cc2nnnn2Cc2ccc3c(c2)OCO3)CC1	3.2
37	COc1cc(C2NCc3ccccc3-n3cccc32)ccc1O (centres undefined)	-0.82
38	CCOc1ccc(C2SCC(=O)Nc3c2c(C)nn3C2CCOC(C)(C)C2)cc1 (centres undefined)	-0.95
39	CC(=NCc1cccnc1)c1c(O)n(-c2ccccc2C)c(=O)[nH]c1=O	-0.022
40	CC1=NN(c2ccccc2)C(=O)C1/C=C1/C(=O)NC(=O)N(c2cccc(C)c2)C1=O (centres undefined)	0.49
41	Cc1ccc(-c2nc3ccc(Cl)cc3n2OC(=O)N(C)C)cc1	0.88
42	CC1=NOC2(C)Nc3ncnn3C(c3ccccc3)C12 (centres undefined)	-0.035
43	COc1cc(-n2c(=S)[nH]c3ccccc3c2=O)c(Cl)cc1Cl	-0.78
44	C[N+]1(C)CCC(OC(=O)C(c2ccccc2)c2ccccc2)CC1	-4.4*
45	Cc1ccc(C2(O)CC(C)N(C)CC2C)cc1 (centres undefined)	0.74

The listing continues:
cpd	mol	Cav3 T inh
46	CN(C)c1ccc(C(=O)c2ccc(N(C)C)cc2)cc1	-1.3
47	O=C1NC(=O)C2(Cc3ccccc3N3CCCC32)C(=O)N1c1ccc(Cl)cc1 (centres undefined)	-1.2
48	CCCCCCCSc1cc(OC)c(CCNC)cc1OC	0.4
49	c1cncc(C2CC(c3cccs3)n3ncnc3N2)c1 (centres undefined)	-1.1
50	CCC(C)N1CCN(C(=O)Cc2ccccc2)CC1 (centres undefined)	-0.53
51	CC[N+](C)(CC)CCCOC(=O)C(O)(c1ccccc1)C1CCCCC1 (centres undefined)	0.028
52	O=C(Cc1ccccc1)N1CCN(CC2CC=CCC2)CC1 (centres undefined)	0.14
53	CCNCC1(c2ccc(OC)c(OC)c2)CCCC1	-0.2
54	COCCCNC(=O)c1c(NC(=O)c2ccco2)n(Cc2ccccc2)c2nc3ccccc3nc12	-1.2
55	CC12CN3CCN(CC(C3)C1O)C2 (centres undefined)	-0.39
56	CC(=NCC1CCCO1)c1c(O)n(Cc2ccccc2)c(=O)[nH]c1=O (centres undefined)	0.79
57	COc1ccc(CNC(=O)/C=C/c2ccc3[nH]cc(CCN(C)C)c3c2)cc1	-1.2
58	CN1CCC(O)(c2ccccc2)C2CCCC21 (centres undefined)	0.57
59	O=C1CN=C(c2ccccc2F)c2cc(Cl)ccc2N1	-0.055
60	Cc1cccnc1NC1=NCC(C)S1 (centres undefined)	0.0067

Later entries
cpd	mol	Cav3 T inh
61	COC(=O)C1=C(c2cc3ccccc3o2)C[C@@H]2CC[C@H]1N2C(=O)NCc1ccccc1	-1.8
62	CCOC(=O)C(NC(C)=O)C(OC(C)=O)c1cccc(N(CCCl)CCCl)c1 (centres undefined)	-0.063
63	O/N=C/c1c[nH]c2ccccc12	0.038
64	O=C(c1c[nH]cc1-c1ccccc1)c1cccc2ccccc12	0.88
65	CCC(=NCc1cccnc1)c1c(O)n(Cc2ccccc2)c(=O)[nH]c1=O	1.5
66	COC(=O)C(C)Oc1cc(C)cc2oc(=O)c3c(c12)CCC3 (centres undefined)	0.39
67	Clc1cccc(CN2CCCCC2c2cccnc2)c1 (centres undefined)	-0.53
68	CC(=O)O[C@@H]1/C=C/[C@](C)(O)C[C@@H](C)C/C=C/[C@H]2[C@H](O)[C@@](C)(O)[C@@H](C)[C@H]3[C@H](Cc4ccccc4)NC(=O)[C@@]312	0.95
69	CCC/C(=N\O)c1c[nH]c2ccccc12	-0.11
70	Cc1cccn2c(NCC3CCCO3)c(C(C)C)nc12 (centres undefined)	0.23
71	COc1ccc2c(CCN)c[nH]c2c1	0.5
72	O=c1[nH]c(=S)n(Cc2ccc(F)cc2)c(O)c1C=NCC1CCCO1 (centres undefined)	0.71
73	COC(=O)C1=C(c2cc3ccccc3o2)C[C@@H]2CC[C@H]1N2C(=O)NCc1ccco1	-1.5
74	O=C1C(c2ccccc2)=C(N2CC2)c2ccccc21	-1.2
75	COC(=O)CCCNC(=O)CN1CC(c2ccccc2)CC1=O (centres undefined)	-0.25

Of the compounds above, two have a thiophene ring, fused or not.
cpd	mol	Cav3 T inh
5	COc1ccc(C2=NCC(=O)N(CC(=O)NCc3ccco3)c3sc4c(c32)CCCC4)cc1	-3.5
49	c1cncc(C2CC(c3cccs3)n3ncnc3N2)c1 (centres undefined)	-1.1

Additional compounds.
cpd	mol	Cav3 T inh
76	Cc1nc2ccccc2c(=O)n1-c1cccnc1	-1.6
77	Cc1ccccc1NC1=NCC(C)S1 (centres undefined)	-0.035
78	CC1CCCC(NC(=O)COC(=O)Cc2ccccc2)C1C (centres undefined)	0.47
79	COc1cc(CC2C(=O)N(C)C(=O)N(C)C2=O)ccc1OCc1ccccc1	-0.26
80	CCN1CCN(Cc2cc(Br)cc(Br)c2O)CC1	-0.022
81	COc1cc([C@@H]2c3cc4c(cc3[C@@H](OC)[C@H]3COC(=O)[C@H]23)OCO4)cc(OC)c1O	-1.8
82	C[C@@H]1C2C[C@@]34COC(=O)C3=CC=C[C@H]4[C@@]13C[C@H](c1ccoc1)O[C@@H]3O2	0.33
83	O=C(CCCCCn1c(=S)[nH]c2ccccc2c1=O)N1CCC2(CC1)OCCO2	0.96
84	Brc1ccc(CN2CCNCC2)s1	-0.54
85	COc1ccc2[nH]cc(C3=CCNCC3)c2c1	0.15
86	C=CCN1CC[C@]23c4c5ccc(O)c4O[C@H]2C(=O)CC[C@@]3(O)[C@H]1C5	-0.04
87	O=C(c1ccc(CS(=O)(=O)c2ccc(Br)cc2)o1)N1CCC2(CC1)OCCO2	1.5
88	COc1ccccc1N1CCN(Cc2ccccc2Cl)CC1	-1.1
89	O=P(/C(=N/O)N1CCCCC1)(N1CCOCC1)N1CCOCC1	0.34
90	O=c1cccc2n1CC1CC2CN(C(c2cccc(F)c2)c2sc3ncnn3c2O)C1 (centres undefined)	-0.07

Next part
cpd	mol	Cav3 T inh
91	O=c1[nH]c(=O)n(Cc2ccco2)c(O)c1C=NC1CC1	0.71
92	N#Cc1ccc(N2CCNCC2)c(F)c1	-0.054
93	c1cncc(C2CCCCN2Cc2ccc3c(c2)OCO3)c1 (centres undefined)	-0.23
94	CN1C(=O)C(Cc2ccc3c(c2)OCO3)C(=O)N(C)C1=O	-0.27
95	CCC(=Nc1ccc(OC)cc1OC)c1c(O)n(C2CCCCC2)c(=O)[nH]c1=O	-3.1
96	COc1cc(C(=O)Nc2ccc(Br)cc2C(=O)c2ccccc2)cc(OC)c1OC	0.28
97	CCCNC(=O)N1[C@H]2CC[C@@H]1C(C(=O)OC)=C(c1cc3ccccc3s1)C2	0.32
98	O=C(CCCOc1ccc(Cl)cc1Cl)N1CCC2(CC1)OCCO2	-2.2
99	CSc1nnc([C@@H](N)Cc2ccccc2)o1	1.2
100	O=C(CN1CC(c2ccccc2)CC1=O)Nc1ccc(F)cc1 (centres undefined)	-2.6
101	CCn1c(=O)cc(OCC(=O)N2CCN(Cc3ccc4c(c3)OCO4)CC2)c2ccccc21	0.61
102	COc1ccccc1N(CC(=O)NC1CCCC1)C(=O)c1cnn(C(C)C)c1	0.25
103	COc1cc2[nH]c(=O)n(-c3ccc(C)cc3)c(=O)c2cc1OC	-0.082
104	O=c1[nH]c(=O)n(-c2cccc(Cl)c2)c(O)c1C=NCCN1CCCCC1	0.66
105	COc1ccc(N2C(=O)CC(N3CC=C(c4ccccc4)CC3)C2=O)cc1 (centres undefined)	0.31

Following part
cpd	mol	Cav3 T inh
106	CC1CN=C(Nc2ccc(N(C)C)cc2)S1 (centres undefined)	0.59
107	COCC(C)OC(=O)c1c(N)n(Cc2ccco2)c2nc3ccccc3nc12 (centres undefined)	-1.2
108	O=C(Cc1ccccc1)N1CCN(C/C=C/c2ccccc2)CC1	-0.17
109	CCOC(=O)Cn1cc([N+](=O)[O-])nc1[N+](=O)[O-]	0.37
110	CC(C)COC(=O)c1ccccc1C(=O)OCC(C)C	-1.3
111	CN1C(=O)NC(=O)[C@]2(Cc3ccccc3N3CCN(c4ccccc4)CC32)C1=O (some centres undefined)	-1.2
112	N[C@@H](CCl)C(=O)O	-1.7
113	CCc1cc2c(s1)NC(=O)CN=C2c1cccs1	-0.63
114	Cc1ccc(N(C)C(=O)Oc2cccc3cccnc23)cc1	-0.92
115	Cc1cc(N2C(=O)C3CCCN3C2c2sccc2C)no1 (centres undefined)	0.54
116	CN(C)C=C1C(=O)N(C2CCCCC2)C(=O)N(C2CCCCC2)C1=O	-3.4
117	CC(C(=O)N1CCC2(CC1)OCCO2)C1Sc2ccccc2NC1=O (centres undefined)	0.51
118	N=C(N)c1c(O)n(C2CCCCC2)c(=O)n(C2CCCCC2)c1=O	0.18
119	CCN(CC)P(=O)(Oc1cccc(C)c1)N(CC)CC	-1.1
120	O=C(c1cccn2c(=O)c3cc(Br)ccc3nc12)N1CCC2(CC1)OCCO2	0.46

New compounds follow:
cpd	mol	Cav3 T inh
121	O=C1OCCN1P(=O)(c1ccccc1)c1ccccc1	-0.45
122	CCOc1ccccc1-n1c(O)c(C=NCCCN(CC)CC)c(=O)[nH]c1=O	0.95
123	Cc1cccc(OCC(=O)N2CCN(Cc3ccncc3)CC2)c1	-0.35
124	CNCC1(c2ccccc2)CCCC1	0.19
125	Cc1ccc2c(c1)CC1(CN2C)C(=O)NC(=O)N(CCC2=CCCCC2)C1=O (centres undefined)	0.67
126	CCNC(=O)C1OC(n2cnc3c(N)ncnc32)C(O)C1O (centres undefined)	-1.9
127	CCN(CC)c1ccc(N=Cc2c(O)n(-c3ccc(Cl)cc3)c(=O)[nH]c2=O)cc1	0.15
128	c1ccc2sc(C3CCCNC3)nc2c1 (centres undefined)	2.2
129	Fc1ccc(CCNCc2ccc(Cl)c(Cl)c2)cc1	-1.5
130	CCCCC(=O)C1C(=O)NC(=O)NC1=O	0.029
131	CCOc1cc(-c2nc3c(C)cccn3c2NCC2CCCO2)ccc1O (centres undefined)	-0.46
132	Cn1c(N2CCNCC2)nc2ccccc21	0.16
133	CCCCn1c(O)c(C(CC)=NCc2ccc(F)cc2)c(=O)[nH]c1=O	-3.2

Entries by screen from the entries so far.
Cav3 T inh, nos. 126–130: -1.9, 0.15, 2.2, -1.5, 0.029
